INS promoter inh: TRM-6 insulin promoter activity inhibition. TRM-6 cells (human fetal islet line), insulin promoter-eGFP reporter, imaging; reporter expression induced with tamoxifen. inhibition, % at 2 µM. hit rate 0.9% among 130,000;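 active = inhibition above the mean plus 3 SD, with well images judged a real hit on visual review, cut at about 60% in these data, passing the limit was not always enough; inconclusive = inhibition over the cutoff but images rejected on review; inactive = inhibition not above the cutoff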
SDO1 yeast rescue: sdo1-depleted yeast growth rescue; hit rate 0.21% among 140,000; z-score at 10 µM; S. cerevisiae sdo1-depleted JHY4D growth rescue, OD600 30 h; active compounds read high; pdr5 snq2 efflux-pump mutant strain; AID 817;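 active = z-score above 3 at both the 24 hr and the 30 hr optical density reads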;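 also: z-score against mean and SD of all compound wells on the same plate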
SDO1 yeast rescue Rescue 24 h: further read-out of SDO1 yeast rescue, marked with its call; z-score; S. cerevisiae sdo1-depleted JHY4D growth rescue, OD600; measured here: growth rescue at 24 h;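 0 is the plate mean of compound wells and units are plate SD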
Active calls of the source: *; ? = inconclusive; . = not tested or not shown.

SDO1 yeast rescue Rescue 24 h	INS promoter inh	SDO1 yeast rescue	Molecule
.	-21	.	CCCCN(Cc1cc2cc(OC)ccc2[nH]c1=O)C(=O)COc1ccccc1
-0.59	-60	-1.3	CCOC(=O)c1nnc(-c2ccccc2)nc1NCc1ccccc1
-0.36	31	-0.27	CC[n+]1c(/C=C2/C=C(C)CC(C)(C)C2)sc2ccc(OC)cc21
-0.2	-50	-0.89	CCCSc1nsc(NC(=O)C(c2ccccc2)c2ccccc2)n1
.	0	.	CCOC(=O)c1nnn(-c2nonc2N)c1-c1ccc(F)cc1
-0.55	50	-0.53	COc1ccccc1OCc1nnc(SCC(=O)Nc2ccc(C)cc2)n1C
-0.31	.	0.2	CC(C)C(=O)Nc1ccc2c3c(cccc13)CC2
-1.7	-43	-1.7	CCOC(=O)CSC1=NC(=O)/C(=C/c2ccc(OC)cc2)S1
0.26	.	1	CC(C)c1ccc(C2CC(=O)N3CN(C)CSC3=C2C#N)cc1 (stereo not given)
3	14	2.1	Cc1cc(NS(=O)(=O)c2ccc(NC(=S)NC(=O)c3ccccc3)cc2)no1
-1.1	.	-1.6	Cc1cc2oc(=O)cc(CN3CCCCC3C)c2c(C)c1Cl (stereo not given)
.	27	.	CC(=O)c1sc(NC(=O)c2ccccc2F)nc1-c1ccccc1

3 entries from above, sorted by heavy-atom count, lowest first:
SDO1 yeast rescue Rescue 24 h	INS promoter inh	SDO1 yeast rescue	Molecule
-0.31	.	0.2	CC(C)C(=O)Nc1ccc2c3c(cccc13)CC2
-0.36	31	-0.27	CC[n+]1c(/C=C2/C=C(C)CC(C)(C)C2)sc2ccc(OC)cc21
.	-21	.	CCCCN(Cc1cc2cc(OC)ccc2[nH]c1=O)C(=O)COc1ccccc1

(further entries)
SDO1 yeast rescue Rescue 24 h	INS promoter inh	SDO1 yeast rescue	Molecule
0	31	0.8	CC1CCN(CCCNC(=O)C2CCC(=O)N2C2CCCC2)CC1 (stereo not given)
.	47	.	O=C(N/N=C/c1ccccn1)c1ccc(NC(=O)c2cccc([N+](=O)[O-])c2)cc1
2	27	1.3	Cc1c(NC(=O)CSc2nnc3c4ccccc4n(CCc4ccccc4)c3n2)c(=O)n(-c2ccccc2)n1C
0.04	-179	0.66	O=C(O)c1[nH]c2ccc(Cl)cc2c1CC(=O)N1CCN(C(=O)c2ccco2)CC1
0.13	21	0.33	CC(C)CC(=O)Nc1nc2c(c(=O)[nH]1)CCCC2
1.7	.	1.6	O=C(CSc1nnc(-c2ccc(O)cc2)o1)N1CCOCC1
-0.07	-7	0.58	COC(=O)c1nnn(CC(=O)Nc2cccc(OC)c2)c1C(=O)OC
0.73	11	0.59	Cc1cc(C(F)(F)F)n2ncc(-c3ccc(F)cc3)c2n1
-0.36	.	0.08	CCOC(=O)N1CCN(C(=O)C2CCN(S(=O)(=O)N(CC)CC)CC2)CC1
-0.73	4	0.27	CN1CC2(C)CN(C(c3ccccc3)c3ccccc3)CC(C)(C1)C2O (stereo not given)
0.15	-27	-0.06	OC12CCCCC1C(c1ccc3c(c1)OCO3)N(Cc1ccc(F)cc1)CC2 (stereo not given)
-0.6	14	-0.41	Cc1cccc(C2Nc3ccccc3C(=O)N2c2ccc(F)cc2)n1 (stereo not given)
0.05	-460	0.65	CCOC(=O)c1c(-c2ccncc2)csc1N
-0.53	40	0.02	CCc1ccc(OCCOCC(O)CN(CCO)CCO)cc1 (stereo not given)
0.16	15	0.56	COc1cccc(-n2nc3c(=S)[nH]nc(C)c3c2C)c1
-1.1	-12	-1.1	COc1ccc(C(=O)/C(=C/c2cccs2)c2nc3ccccc3o2)cc1
-0.55	69	-0.18	CCOC(=O)c1c(N)c(C#N)c2n1CCCCC2
-0.43	.	0.49	O=S1(=O)CCC(NC(=S)N2CCCCCC2)C1 (stereo not given)
-0.29	-3	0.41	CNC(=O)CC12CC3CC(CC(C3)C1)C2
-0.12	-7	0.62	O=C(CCN1CCC(c2ccccc2)C1)c1ccccc1 (stereo not given)
0.46	-66	-0.05	O=[N+]([O-])c1cccc(Cl)c1NCCNc1ncc(C(F)(F)F)cc1Cl
.	26	.	FCCCOc1ccc(-c2ccnc3ncnn23)cc1
-0.11	.	0.07	Cc1ccc(C)c(N2CCN(c3nc4ccccc4c(=O)n3Cc3ccccc3)CC2)c1
-0.18	-54	-0.97	CC1CCCCC1NC(=O)c1cc2ccccc2o1 (stereo not given)
-0.23	-100	-0.26	CCOc1cc(NC(=S)NCCCOC)c(OCC)cc1NC(=O)c1cccs1
0.18	-40	0.41	O=C(CCC1CCCCC1)Nc1ncn[nH]1
0.28	-267	0.44	COc1ccccc1NC(=O)CCN1CC(C)OC(C)C1 (stereo not given)
-0.32	-122	-0.25	COC(=O)c1cc2ccsc2n1CC(=O)N(C)c1ccccc1
-1	49	-0.49	CCOC(=O)CN1CC23C=CC(O2)C(C(=O)NC2CCCCC2)C3C1=O (stereo not given)
-0.5	.	-0.23	CCn1c(C(=O)N2CCC(C(=O)N3CCN(c4ccccn4)CC3)CC2)cc2sccc21
.	0	.	O=C(COc1ccc(/C=N/NS(=O)(=O)c2ccccc2)cc1)N1CCOCC1
-0.42	-32	-0.98	CCOC(=O)c1c(-c2ccccc2)nc2ccccn12
-1.5	-37	-1.9	CCCCC1(C)NC(=O)c2c(C)sc(C(=O)OCC)c2N1 (stereo not given)
-0.55	27	0.06	C=CCNc1nnc(C)c2ccccc12
-0.84	19	-0.41	CCOc1ccccc1OCC(=O)NCc1ccco1
1	.	-0.33	COc1ccccc1CNC(=O)c1ccc(SC)cc1OC
-1.1	-22	-1.9	CCC(=O)Nc1cc2nn(-c3ccc(OC)cc3)nc2cc1C
.	-114	.	Cc1ccc(Cn2c(SCC(=O)NCC3CCCO3)nc3c2c(=O)n(C)c(=O)n3C)cc1 (stereo not given)
0.59	-36	-0.27	CCCn1nnc(NC(=O)c2cc(Br)cc(Br)c2OC)n1
.	32	.	COc1ccc(CCn2c(-c3ccc(C(C)(C)C)cc3)n[nH]c2=S)cc1OC
1.1	0	1.1	CCN(CC)CCN1C(=O)C(O)=C(C(=O)c2sc(C)nc2C)C1c1cccnc1 (stereo not given)
2.2	.	1.6	CC(C)NC(=O)c1cccc(Cn2cc(Cl)cn2)c1
.	33	.	CC(=O)c1ccc(NC(=O)/C(=C\c2ccccc2)NC(=O)c2ccco2)cc1
.	47	.	COc1ccc(/C=C(/NC(=O)c2cccc([N+](=O)[O-])c2)C(=O)O)cc1
1.6	-146	2.2	Cc1cc(Cl)c(OCCCN2CCCCC2)c(Br)c1
-1.3	37	-2.4	CCOC(=O)c1sc2nc(N3CCOCC3)c3c(c2c1N)CCN(Cc1ccccc1)C3
-0.3	.	-0.53	CC(CCc1ccccc1)NC(=O)CN1CCN(Cc2ccccc2)C1=O (stereo not given)
-0.86	21	-0.52	Oc1ccc(-c2cn3cc(C(F)(F)F)ccc3n2)cc1
.	12	.	COc1ccc(OC)c(-c2c3c([nH]c(=S)c2C#N)CCCC3)c1
0.24	.	-0.23	CCn1nc(NC(=O)c2ccncc2)c2cc3ccc(C)cc3nc21
-1.3	73*	-0.33	Cn1nccc1CNC(=O)c1c(Cl)cnn1C
-0.72	-35	-1.4	Cc1cccc2cc(/C=N/NC(=O)c3ccccc3O)c(Cl)nc12
.	33	.	CCC(Cc1ccccc1)n1c(=S)[nH]c2ccccc2c1=O (stereo not given)
-0.92	-56	-0.75	Cc1ccc(O)c(-c2cc(C(=O)NCc3ccc4c(c3)OCO4)[nH]n2)c1
0.06	56	-0.16	CCN(C(=O)COC(=O)c1cc(-c2ccccc2)nc2c1c(C)nn2-c1ccccc1)C1CCS(=O)(=O)C1 (stereo not given)
-1.6	.	-0.47	CN(NC(=O)COc1ccccc1)c1ccccc1
1.7	4	0.56	COc1ccccc1Nc1nc(=O)[nH]nc1C
-0.33	-67	0.35	COc1ccc(CCNS(=O)(=O)c2cccc(C(=O)O)c2)cc1OC
-0.54	?	0.12	Cc1ccc(S(=O)(=O)N2C(=O)C(C)SC2=Nc2ccccc2)cc1 (stereo not given)
-0.95	3	-0.87	Cc1ccc(S(=O)(=O)Nc2ccccc2CNc2ccc(Br)cn2)cc1

More structures
SDO1 yeast rescue Rescue 24 h	INS promoter inh	SDO1 yeast rescue	Molecule
0.03	-87	0.73	Clc1nc(-c2n[nH]nc2Cl)n[nH]1
0.05	-21	0.96	CCOC(=O)N1CCC(NC(=O)c2sc3nc4n(c(=O)c3c2C)CCCC4)CC1
-0.52	-15	-1.1	COCCn1c(C)cc(C(=O)CSc2cc(C)c3ccc(OC)cc3n2)c1C
-0.57	-53	-0.65	CNC(=O)/C(C#N)=C/c1ccc(-c2ccc(OC)cc2[N+](=O)[O-])o1
0.69	-38	-0.05	CCOC(=O)c1c(NC(=O)CN2CCCCC2)sc2c1CCC(C=O)=C2Cl
-1.4	43	-1.5	CC1CCCN(c2ccc(C(=O)NCc3ccco3)cc2[N+](=O)[O-])C1 (stereo not given)
-0.21	-90	0.28	O=C(NCC1CCCO1)C(=O)NCC(c1ccco1)N1CCN(c2ccccc2F)CC1 (stereo not given)
-0.32	.	0.28	CN(C)S(=O)(=O)c1ccc(C(=O)Nc2ccccn2)cc1
0.15	-8	-0.5	Cc1noc(C)c1CSc1nc2sc(C)c(C)c2c(=O)n1C1CCCC1
-0.11	-383	0.5	O=C(O)C1CC(=O)N(c2ccc(F)c(F)c2)C1 (stereo not given)
1.3	-63	1.2	CN1CCCC1CCNC1C2CC3CC(C2)CC1C3 (stereo not given)
-1	-11	-0.48	CCN1CNC(=S)N(c2cccc(C)c2C)C1
-0.02	17	1	CC(C)CC(=O)Nc1cc(C(F)(F)F)ccc1N1CCOCC1
-2.6	-46	-3.3	COCCCn1c(N)c(-c2nc3ccccc3n2C)c2nc3ccccc3nc21
1	.	0.74	O=C(NCc1cccnc1)NC1(C(F)(F)F)Oc2ccc(Cl)cc2O1 (stereo not given)
0.81	-4	0.84	CC(C)CNC(=S)NNC(=O)c1csc2c1CCCC2
-0.12	-23	0.42	Cc1oc2nc(SCC(=O)NCCCO)nc(N)c2c1C
.	0	.	Cc1ccc(-c2nnn(CC(=O)N3CCCCC3)n2)o1
-1.1	.	-1.3	CCOC(=O)c1nn(-c2ccc(Br)cc2)cc1C(=O)c1cccc2ccccc12
0.81	-8	0.71	CC(/C=C/c1ccco1)=N\NC(=O)c1cccc(Cl)c1
0.05	-17	0.48	Cc1ccc(NC(=O)CS(=O)CC(=O)NCCCc2ccccc2)cc1Cl (stereo not given)
0.98	25	0.98	CCCC(=O)NC(=S)Nc1ccc(C(C)=O)cc1
-0.39	-79	-1.5	CCC(C)n1c(-c2cc(OC)c(OC)c(OC)c2)nc2nc3ccccc3nc21 (stereo not given)
-0.09	.	-0.47	N#Cc1cc(-c2ccccc2)cnc1Sc1ccccc1
-0.47	12	0.07	CC1(C)Cc2noc(N)c2C(C)(C)N1O
0.28	.	-0.1	COC(=O)CN(c1cccc(C(C)=O)c1)S(C)(=O)=O
0.81	-346	0.11	O=C(Nc1cccc(-c2nc3cc(Cl)ccc3o2)c1)C1CCCO1 (stereo not given)
-0.46	-13	0.08	Cc1sc2nc(CN3CCCC3)nc(N3CCC(C(N)=O)CC3)c2c1C
0.24	-36	0.69	O=C(NCc1cccs1)c1cccc(Nc2nc3ccc(Br)cc3[nH]2)c1
0.37	24	-0.16	O=C(Cn1c(=O)[nH]c2ccsc2c1=O)N1CCN(c2ccc(F)cc2)CC1
0.42	.	0.51	COc1ccc(N(CC(=O)Nc2cccc(C(=O)O)c2)S(=O)(=O)c2c(C)noc2C)cc1
-0.3	-12	0.93	Cc1cc(C)nc(NS(=O)(=O)c2ccc(NC(=O)c3ccc(N4C(=O)CCC4=O)cc3)cc2)n1
-0.48	44	0.09	CC1=CC2CC1C1C(=O)N(c3ccc(S(=O)(=O)Nc4nc(C)cc(C)n4)cc3)C(=O)C21 (stereo not given)
-0.85	-100	-0.13	O=C(N1CCCCC1)C1(c2ccccc2)CCOCC1
-1.1	24	-1.4	O=C(Nc1ccccc1C(=O)NCc1ccccc1)c1ccco1
-0.32	-314	0.1	CCOC(=O)c1c(C)n(CCNC(C)=O)c2ccc(OC)cc12

Gathered by group, those above containing fluorine
SDO1 yeast rescue Rescue 24 h	INS promoter inh	SDO1 yeast rescue	Molecule
.	0	.	CCOC(=O)c1nnn(-c2nonc2N)c1-c1ccc(F)cc1
.	27	.	CC(=O)c1sc(NC(=O)c2ccccc2F)nc1-c1ccccc1
0.73	11	0.59	Cc1cc(C(F)(F)F)n2ncc(-c3ccc(F)cc3)c2n1
0.15	-27	-0.06	OC12CCCCC1C(c1ccc3c(c1)OCO3)N(Cc1ccc(F)cc1)CC2 (stereo not given)
-0.6	14	-0.41	Cc1cccc(C2Nc3ccccc3C(=O)N2c2ccc(F)cc2)n1 (stereo not given)
0.46	-66	-0.05	O=[N+]([O-])c1cccc(Cl)c1NCCNc1ncc(C(F)(F)F)cc1Cl
.	26	.	FCCCOc1ccc(-c2ccnc3ncnn23)cc1
-0.86	21	-0.52	Oc1ccc(-c2cn3cc(C(F)(F)F)ccc3n2)cc1
-0.21	-90	0.28	O=C(NCC1CCCO1)C(=O)NCC(c1ccco1)N1CCN(c2ccccc2F)CC1 (stereo not given)
-0.11	-383	0.5	O=C(O)C1CC(=O)N(c2ccc(F)c(F)c2)C1 (stereo not given)
-0.02	17	1	CC(C)CC(=O)Nc1cc(C(F)(F)F)ccc1N1CCOCC1
1	.	0.74	O=C(NCc1cccnc1)NC1(C(F)(F)F)Oc2ccc(Cl)cc2O1 (stereo not given)
0.37	24	-0.16	O=C(Cn1c(=O)[nH]c2ccsc2c1=O)N1CCN(c2ccc(F)cc2)CC1

From PubChem BioAssay

This is a subset, so the mix of outcomes need not match the whole.
